bCat nuc transl: modulators of beta-catenin nuclear translocation; actives 0.3% (n = 190,000); nuclear translocation activity, % at 5 µM; HeLa beta-catenin nuclear translocation, immunofluorescence imaging; AID 1665;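 active = nuclear translocation activity above 50% at 5 µM, with a well cell count of 50 or more; inconclusive = wells under 50 cells across six images, flagged as toxic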;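 note: per-cell ratio of nuclear to cytoplasmic median beta-catenin stain intensity; plate controls were DMSO negative control for no effect and GSK-3 inhibitor IX positive control for full effect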
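System: Human HeLa cells, endogenous beta-catenin | Compound dosing: 5 µM primary, 0.02–20 µM confirmation | Timing: 24 h compound exposure at 37°C, 5% CO2 | Measured by: Fluorescence imaging of beta-catenin antibody stain plus DAPI | Read-out basis: % activation of per-cell nuclear versus cytoplasmic median beta-catenin signal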
Large T inhibition: TAg ATPase/helicase activity blockers – biochemical (AID 1903); inhibition, % at 20 µM, or IC50 in µM where a hit was titrated; actives 0.39% (n = 310,000); SV40 large T antigen ATPase/helicase inhibition assay; higher % means a stronger effect; in the data active = a potency from the dose series; inconclusive = inhibition mostly from about 32% at the one dose, without a potency; inactive = the rest, 99 in 100 with inhibition below about 32%; note: strong numbers were not always called active
Rac1 GTP hydrolysis: MgcRacGAP GTPase-activating activity inhibitors, confirmation, biochemical, ADP Hunter fluorescence; MgcRacGAP-stimulated Rac1 GTP hydrolysis, ADP Hunter fluorescence; higher % means a stronger effect; GST-tagged Rac1 F28L mutant substrate; inhibition, % at 30 µM, or IC50 in µM where a hit was titrated; actives 0.6% (n = 340,000); AID 624330;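 active = first-screen hits whose inhibition reached a set limit at any dose in the follow-up dose series; inconclusive = inhibition above the set first-screen limit but never retested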;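 note: fluorescence reports GDP produced by GAP-driven GTP hydrolysis; strong numbers were not always called active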
Myeloid diff MLP: compounds promoting myeloid differentiation | ER-HoxA9 myeloid progenitors, lysozyme-GFP differentiation, flow cytometry | calls only at 10 µM | actives 1% (n = 360,000) | AID 624256;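 active = normalized GFP-positive differentiation at or above the plate's own cutoff, the solvent-only control mean plus 3 SD; inconclusive = no clear call, values can overlap the other calls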;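 note: cells exposed to compound for four days before flow analysis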
T cell modulator: modulates CD8 T cell binding to vesicles; 2C CD8+ T cell-vesicle binding, flow cytometry; active compounds read low; calls only at 7 µM; actives 0.068% (n = 330,000);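 active = response, share of CD8 T cells binding vesicles, and their 90th percentile fluorescence all below set limits, cut at about 80% in these data, passing the limit was not always enough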
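Test system: purified 2C TCR transgenic mouse naive CD8+ T cells. Probe or stimulus: QL9-peptide-loaded Drosophila micro-vesicles bearing Ld, ICAM-1 and B7-1. Incubation: binding step 1.5 h, 37 °C, antibody labelling 20 min, ice. Measured by: flow cytometry of vesicle-bound cells.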
West Nile antiviral: inhibition of WNV-induced cytopathic effect – cell-based, CPE readout (AID 1621); one-dose CPE inhibition, % at 10 µM; IC50 in µM for titrated hits; West Nile virus-infected cells, CPE inhibition; higher % means a stronger effect; actives 0.02% (n = 290,000); in the data active = a potency from the dose series; inconclusive = CPE inhibition mostly from about 3.7% at the one dose, without a potency; inactive = the rest, 99 in 100 with CPE inhibition below about 2.2%; note: strong numbers were not always called active
RSV CPE inhibition: inhibition of RSV-induced cytopathic effect – HEp-2 cells, primary 10 µM value included (AID 2391); HEp-2 cells, RSV-induced CPE inhibition; higher % means a stronger effect; CPE inhibition, % at 10 µM, or IC50 in µM where a hit was titrated; actives 0.13% (n = 310,000); in the data active = a potency from the dose series; inconclusive = CPE inhibition mostly from about 23% at the one dose, without a potency; inactive = the rest, 99 in 100 with CPE inhibition below about 21%; note: strong numbers were not always called active
PhoP inhibition: inhibitors of PhoP regulon expression, primary screen, Salmonella Typhimurium, GFP reporter (AID 1863) | S. Typhimurium PhoP-regulated promoter GFP reporter, 4 h; higher % means a stronger effect | inhibition, % at 50 µM, or IC50 in µM where a hit was titrated | actives 0.16% (n = 300,000);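 active = inhibition over 29.93%, a cutoff 3 SD above the screen mean, later confirmed by dose response; inconclusive = inhibition over 29.93% but no dose response follow-up; inactive = inhibition at most 29.93% or unconfirmed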;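 note: 0% = low Mg2+ inducing control and 100% = high Mg2+ repressing control; strong numbers were not always called active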
WT yeast gro inh: growth inhibition of WT yeast, mitochondrial fusion screen | mitochondrial fusion phenotypic screen, WT strain | inhibition, % at 10 µM | actives 2.1% (n = 190,000); in the data active = inhibition above about 58%; tested in S. cerevisiae
WT yeast gro inh mutant strain: further read-out of WT yeast gro inh, marked with its call; inhibition, %; mitochondrial fusion phenotypic screen, mutant strain inhibition
bCat nuc transl cell count 5 µM: further read-out of bCat nuc transl, marked with its call; cell count; measured here: cell count, cytotoxicity flag
T cell modulator vesicle-bound %: also measured in T cell modulator; calls as there; double positive events, %; measured here: CD8+ vesicle-bound cell fraction;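 binding gate set so that unloaded-vesicle control wells show 10% double positive cells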
Myeloid diff MLP GFP+ MAC1+ %: also measured in Myeloid diff MLP; calls as there; GFP+ MAC1+ double positive, %; measured here: differentiation confirmed by MAC1 staining
Starred values were filed as active, the others as inactive; i = inactive; ? = inconclusive; nt = not tested or not shown.

cpd | SMILES | Myeloid diff MLP GFP+ MAC1+ % | Myeloid diff MLP | bCat nuc transl cell count 5 µM | Large T inhibition | West Nile antiviral | bCat nuc transl | WT yeast gro inh | T cell modulator vesicle-bound % | RSV CPE inhibition | T cell modulator | Rac1 GTP hydrolysis | PhoP inhibition | WT yeast gro inh mutant strain
1 | COc1cccc(S(=O)(=O)Nc2ccc(C(=O)N3CCN(C(=O)c4ccco4)CC3)cc2)c1 | 1.1 | i | 1082 | 9.9% | -0.1% | -2.2 | -6.7 | 51.2 | 1.0% | i | -7.5% | 2.3% | 10.0
2 | CCOc1nc2cnccc2n(CC(=O)Nc2ccccc2C(=O)OC)c1=O | 4.8 | i | nt | 6.5% | -0.5% | nt | nt | 7.7 | 1.4% | i | 4.1% | -1.7% | nt
3 | CC(NC(=O)C1CCCCC1)C(c1cccs1)N1CCN(C)CC1 (centres undefined) | 3.0 | i | 1031 | -1.4% | 0.0% | -0.9 | nt | 18.8 | 1.0% | i | 8.5% | -1.1% | nt
4 | CCN1C(=O)C(=O)N(CC(=O)NC(C)CCc2ccccc2)C1=O (centres undefined) | 0.8 | i | nt | nt | nt | nt | nt | 30.8 | 0.1% | i | 3.6% | nt | nt
5 | COc1ccc(NC(=O)CCC(=O)Nc2nnc(CC(C)C)s2)cc1Cl | 0.7 | i | nt | 12.5% | 0.0% | nt | nt | 63.2 | 0.3% | i | 11.7% | -8.8% | nt
6 | Nc1cc(=O)[nH]c(SCC(=O)Nc2cccc(Cl)c2Cl)n1 | 0.1 | i | 1105 | 6.2% | 0.1% | -0.4 | -10.4 | 54.0 | -0.6% | i | 1.9% | -1.5% | -7.5
7 | Cc1cc(C(=O)OCC(=O)c2c(N)n(C)c(=O)n(C)c2=O)c(C)o1 | 0.5 | i | 1189 | -0.1% | 0.2% | -6.2 | 16.1 | 60.6 | 2.2% | i | 15.7% | -6.7% | 16.5
8 | CN(Cc1ccccc1)C(=O)C1CCN(S(C)(=O)=O)CC1 | 1.1 | i | 1578 | 7.7% | 0.6% | 0.4 | -13.7 | 61.3 | -0.4% | i | 8.4% | 5.2% | -4.1
9 | CCOC(=O)C1=C(C)NC(C)=C(C(=O)OCC)C1c1nc2ccccc2[nH]1 | nt | nt | nt | nt | 1.1% | nt | 6.4 | 52.5 | 1.9% | i | nt | nt | -0.7
10 | Cn1cccc1C(=O)NC(=O)COC(=O)c1ccc(O)cc1 | 0.5 | i | 1065 | 3.8% | 0.4% | -2.0 | -6.5 | 37.9 | 0.5% | i | -3.4% | -5.6% | -10.5
11 | COC(=O)CCCC(=O)Nc1c(F)c(F)c(F)c(F)c1F | 0.8 | i | 1238 | 9.3% | 0.0% | -3.2 | -3.2 | 53.7 | -0.1% | i | -0.9% | 23.4% | -59.4
12 | OCC1(Cc2ccccc2)CCN(Cc2ccc(C(F)(F)F)cc2)CC1 | 1.3 | i | 940 | 4.1% | -1.3% | 2.1 | 21.1 | 28.2 | 11.2% | i | -0.4% | -4.6% | 33.1
13 | COc1cc(C(=O)OC(C)CN2CCCC2)cc(OC)c1OC (centres undefined) | 0.7 | i | 1121 | 3.6% | 0.4% | 0.4 | 4.6 | 38.8 | 0.3% | i | 5.0% | -14.9% | 13.3
14 | O=C(Cn1c2ccc(F)cc2c2nc3n(c(=O)c21)CCS3)NC1CCCC1 | 0.3 | i | nt | 11.4% | -0.8% | nt | nt | 36.1 | 2.5% | i | 4.9% | 0.7% | nt
15 | COCc1nn2c(N)c(-c3ccccc3)cnc2c1-c1ccccc1 | 0.1 | i | nt | 6.8% | -0.6% | nt | nt | 68.1 | 1.1% | i | 7.4% | 3.2% | nt
16 | COc1ccc(N(CC(=O)NCCC2=CCCCC2)S(=O)(=O)c2ccccc2)c(OC)c1 | 0.5 | i | 1511 | 4.8% | -1.7% | 0.5 | -7.0 | 45.6 | 16.7% | i | -0.3% | 0.6% | -31.3
17 | Cc1ccc(C(=O)N2CC(C)CC(C)C2)cc1NC1=NC2CS(=O)(=O)CC2S1 (centres undefined) | 0.8 | i | nt | 7.9% | 0.0% | nt | nt | 30.2 | 2.8% | i | 3.7% | nt | nt
18 | Cc1cc(C)n2nc(SCC(=O)N(C)c3ccccc3)nc2n1 | 0.6 | i | 1006 | 5.8% | 0.3% | -0.3 | -1.6 | 28.9 | 0.6% | i | 4.7% | 2.5% | -5.0
19 | COc1cccc(CN(C)C(=O)CCc2nnc(-c3ccsc3)o2)c1 | 1.5 | i | 969 | 24.5% | -0.1% | 0.1 | -3.7 | 19.3 | 1.3% | i | 0.1% | -7.8% | 8.6
20 | O=C(NCC(=O)N(c1ccccc1)C(C(=O)NC1CCCC1)c1cccnc1)c1cccs1 (centres undefined) | 2.7 | i | nt | -0.6% | 1.0% | nt | 11.0 | 53.4 | -1.2% | i | 3.6% | 5.5% | -12.6
21 | COC(=O)c1sc2cc(C(F)(F)F)cnc2c1-c1ccccn1 | 0.1 | i | 1175 | 1.5% | 1.3% | -2.1 | -3.1 | 47.2 | 0.2% | i | 3.0% | -0.7% | -2.0
22 | CCC(NC(=O)c1cc(COc2c(F)cccc2F)on1)c1ccncc1 (centres undefined) | 4.7 | i | nt | 10.9% | -1.5% | nt | nt | 28.2 | 5.3% | i | 2.8% | 7.5% | nt
23 | Cc1cc(C)c2c(N)c3ccccc3nc2n1 | 1.1 | i | 1339 | 3.2% | -2.1% | 2.0 | -0.7 | 23.2 | 8.2% | i | 11.7% | -42.9% | 1.2
24 | COc1ccc([N+](=O)[O-])cc1NC(=O)C(C)OC(=O)C1c2ccccc2Oc2ccccc21 (centres undefined) | 0.6 | i | 967 | -0.3% | -1.1% | 2.3 | 11.6 | 43.7 | 2.2% | i | 6.8% | 1.0% | -17.1
25 | CC1(C)CC(=O)C=C(Nc2ccccc2O)C1 | 1.0 | i | 1444 | 10.5% | 0.0% | -0.9 | 16.4 | 45.3 | -0.5% | i | 13.1% | 8.2% | 27.7
26 | NS(=O)(=O)c1ccc(NC(=S)NCc2ccco2)cc1 | 0.7 | i | 1026 | 23.0% | 0.1% | -0.2 | -5.1 | 15.3 | -1.0% | i | 9.5% | 3.9% | 2.4
27 | COc1ccc(-c2cc(-c3cccs3)c(C#N)c(SCC(=O)NCc3ccccc3OC)n2)cc1 | 1.5 | i | 1374 | -5.3% | 0.9% | -0.6 | 1.0 | 28.4 | 11.6% | i | 13.3% | -8.4% | -25.7
28 | COC(=O)/C(=C\C(=O)c1ccccc1)Nc1ccc(OC)cc1 | 0.7 | i | 1317 | 8.7% | 0.3% | 0.7 | nt | 41.9 | 1.2% | i | 6.8% | -14.7% | nt
29 | O=C(Nc1nnc(SCCC2OCCO2)s1)C1CC(=O)N(c2ccccc2)C1 (centres undefined) | 0.0 | i | nt | 12.1% | 0.5% | nt | nt | 28.3 | 1.6% | i | 4.7% | 8.0% | nt
30 | Cc1ccc(C)c(OCC(=O)Nc2ccccc2N2CCCC2)c1 | 0.7 | i | nt | 10.2% | 0.1% | nt | nt | 21.3 | ? | i | 4.7% | 0.3% | nt
31 | CN(C)c1nc(N)nc(/C(C#N)=C/C2CC3C=CC2C3)n1 (centres undefined) | 1.1 | i | 1414 | 21.1% | 0.1% | -1.6 | nt | 40.5 | 2.2% | i | 8.3% | -1.8% | nt
32 | COc1ccc(-c2nnc(SCC(=O)Nc3nncs3)o2)cc1 | 0.8 | i | 1013 | 10.7% | 0.5% | -1.6 | 4.0 | 28.8 | -1.0% | i | 17.4% | -5.1% | -0.3
33 | O=C(O)c1ccc2c(=O)n(-c3ccc(F)cc3)c(=S)[nH]c2c1 | 0.4 | i | 1201 | 9.6% | 0.1% | -4.2 | nt | 27.4 | 0.1% | i | 10.1% | -2.5% | nt
34 | Cc1cc(N(C)/N=C/c2ccccc2O)nc(-c2ccccc2O)n1 | 0.0 | i | 929 | 2.2% | 0.0% | 2.3 | 10.0 | 23.0 | 1.9% | i | 3.4% | 7.9% | -24.1
35 | CCNc1nc(Oc2ccccc2)nc(OC(C)C(=O)OCC)n1 (centres undefined) | 1.7 | i | 1157 | -2.8% | 0.0% | 0.3 | 14.2 | 49.6 | 4.4% | i | 6.1% | 6.8% | -1.4
36 | COc1cc2c(cc1OC)-c1cc(Nc3ccccc3C)nc(=O)n1CC2 | 0.7 | i | nt | -2.6% | -0.9% | nt | nt | 48.5 | 6.2% | i | nt | 21.1% | nt
37 | O/N=C1\CC/C(=N\O)c2nn(-c3ccccc3Cl)nc21 | 7.5 | i | 971 | 10.2% | -0.2% | -2.9 | 4.5 | 25.1 | -1.1% | i | -3.7% | -2.4% | 19.6
38 | O=C(c1ccc(F)cc1)C1CCN(C(=O)c2c(F)cccc2F)CC1 | 0.8 | i | nt | 13.8% | -0.5% | nt | nt | 57.1 | 2.0% | i | 9.3% | -5.9% | nt
39 | COCCOc1ccc(C(F)(F)F)cc1NC(=O)COC(=O)Cc1c[nH]c2ccccc12 | 1.5 | i | nt | nt | nt | nt | nt | 53.5 | 0.1% | i | 0.5% | nt | nt
40 | O=c1[nH]cnc2sc3c(c12)CCC3 | 0.1 | i | 1333 | 7.5% | 0.0% | 0.0 | nt | 33.6 | 2.0% | i | 11.5% | 3.2% | nt
41 | COC(=O)C1=C(NC(=O)C(C)(C)C)CCS1 | 0.5 | i | 1088 | 15.3% | 0.2% | 0.2 | 0.8 | 51.8 | 1.8% | i | 1.7% | -8.6% | 14.8

Individual results from the results shown.
`O/N=C1\CC/C(=N\O)c2nn(-c3ccccc3Cl)nc21` in RSV CPE inhibition reads -1.1%
`COCCOc1ccc(C(F)(F)F)cc1NC(=O)COC(=O)Cc1c[nH]c2ccccc12` in Myeloid diff MLP GFP+ MAC1+ % reads 1.5

Screening data (PubChem BioAssay)
